Screens as filed in PubChem.
BH1578 lux ind = induces V. cholerae light production without autoinducers | V. cholerae BH1578 lux reporter, luminescence, 6 h | activation, % at 18.7 µM | 350,000 compounds, 0.16% hits | AID 588436; in the data active = activation mostly above about 9.7%, no sharp cut-off; inconclusive = no clear call, values can overlap the other calls; inactive = mostly below about 3.7%; also: not every result past the cut was called active; inactives centre near 0; reference of the scale not given here
PriA SSB inh = inhibitors of Klebsiella pneumoniae PriA binding to SSB C-terminal tail | AlphaScreen SSBct-PriA binding, biotinylated peptide | inhibition, % at 33 µM | AID 1272365 | 430,000 compounds, 0.6% hits; in the data active = inhibition mostly above about 37%, no sharp cut-off; inactive = mostly below about 20%;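 also: plate controls were negative control peptide for no effect and reference peptide for full effect; strong numbers were not always called active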
Y pestis TopoI = blocks Yersinia pestis topoisomerase I activity; Y. pestis Topo-I cleavage product accumulation, plate reader; activity, % at 10 µM; 360,000 compounds, 0.064% hits; AID 504884; in the data active = activity above about 50%, passing the limit was not always enough; inconclusive = no clear call, values can overlap the other calls; also: inactives centre near 2
PrPC surface inh = inhibitors of human cell surface prion protein PrPC. AID 720596. 370,000 compounds, 0.43% hits. inhibition, % at 13.8 µM. TR-FRET read-out. P04156; in the data active = inhibition above about 24%; also: 0% = median of the test wells and 100% = reference compound wells
PfHsp40 rescue = restores yeast growth despite PfHsp40 toxicity; S. cerevisiae expressing PfHsp40, growth rescue, ATP luminescence; growth rescue, % at 12.5 µM; 340,000 compounds, 0.68% hits; in the data active = growth rescue above about 28%, passing the limit was not always enough; inconclusive = no clear call, values can overlap the other calls;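 also: yeast W303a lacking pdr1 and pdr3 grown in galactose medium; growth measured after three days at 30 °C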
Anthrax LF prot = inhibitors of Bacillus anthracis lethal factor protease; P15917; multiplex microsphere protease cleavage assay, LF; 360,000 compounds, 0.12% hits; AID 588501; inhibition, % at 10 µM; also: plate controls were buffer without enzyme for full effect and enzyme alone for no effect
Target sequence (P15917 whole entry, looked up): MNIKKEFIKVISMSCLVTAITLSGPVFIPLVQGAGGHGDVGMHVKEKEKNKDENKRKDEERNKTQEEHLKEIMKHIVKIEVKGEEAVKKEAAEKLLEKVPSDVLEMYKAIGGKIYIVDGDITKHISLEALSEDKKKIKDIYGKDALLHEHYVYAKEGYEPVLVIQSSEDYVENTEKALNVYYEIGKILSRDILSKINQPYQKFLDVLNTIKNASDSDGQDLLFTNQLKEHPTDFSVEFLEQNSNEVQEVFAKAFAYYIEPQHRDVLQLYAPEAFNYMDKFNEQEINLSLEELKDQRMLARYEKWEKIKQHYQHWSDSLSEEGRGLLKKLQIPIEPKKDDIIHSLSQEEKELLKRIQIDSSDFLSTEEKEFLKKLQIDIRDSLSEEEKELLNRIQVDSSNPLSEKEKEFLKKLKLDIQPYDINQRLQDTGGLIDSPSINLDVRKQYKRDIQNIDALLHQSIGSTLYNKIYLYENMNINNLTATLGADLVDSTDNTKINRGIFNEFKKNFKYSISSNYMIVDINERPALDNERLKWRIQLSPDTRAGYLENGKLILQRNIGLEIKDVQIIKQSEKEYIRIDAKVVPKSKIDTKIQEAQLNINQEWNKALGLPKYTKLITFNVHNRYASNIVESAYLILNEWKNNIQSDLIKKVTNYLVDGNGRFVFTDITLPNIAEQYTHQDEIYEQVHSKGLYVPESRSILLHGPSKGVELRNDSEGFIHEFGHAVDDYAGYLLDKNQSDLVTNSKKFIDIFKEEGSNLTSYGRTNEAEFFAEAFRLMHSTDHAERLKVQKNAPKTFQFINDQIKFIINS
BoNT A protease = inhibitors of Botulinum neurotoxin A light chain protease; multiplex microsphere protease substrate cleavage, flow cytometry; inhibition, % at 10 µM; 360,000 compounds, 0.17% hits; also: plate controls were buffer without enzyme for full effect and enzyme alone for no effect
TcdB inh = blocks C. difficile toxin B glycohydrolase activity; P18177; TcdB glycohydrolase enzymatic assay, plate reader; inhibition, % at 9.99 µM; 350,000 compounds, 0.24% hits; AID 652162; in the data active = inhibition above about 10%
SARS 3CLpro inh = SARS-CoV 3CLpro protease inhibition; inhibition, % at 6 µM; recombinant SARS-CoV 3CLpro, quenched FRET peptide cleavage; P0C6X7; 290,000 compounds, 0.14% hits; in the data active = inhibition above about 12%
Starred values were filed as active, the others as inactive; i = inactive; u = inconclusive; x = not tested or not shown; & = joins results of further samples. Rule as the data show it, unless noted: active = inhibition above about 30%; inconclusive = no clear call, values can overlap the other calls; inactive = below that.

Compound	BH1578 lux ind	PriA SSB inh	Y pestis TopoI	PrPC surface inh	PfHsp40 rescue	Anthrax LF prot	BoNT A protease	TcdB inh	SARS 3CLpro inh
Nc1c(NC(=O)CC[n+]2ccccc2)cccc1[N+](=O)[O-]	0.0	-15	1	-9	0.2	-1	0.3	-1.7	-1
COc1cc2c(cc1OC)C1(CCCCC1)CN(C)C2	i	-11	5	1	-0.8	x	x	0.4	1
CCOc1ccc(-c2c(C(=O)N/N=C/c3ccc(C)o3)nnn2-c2nonc2N)cc1	-0.3	x	1	-6	0.6	-4	-1.1	1.3	3
CCc1sc(C(=O)NCCc2ccc(S(N)(=O)=O)cc2)cc1C	i	-39	-2	2	0.9	10	-3.8	-0.5	-2
COc1ccc(N)cc1-n1cnnn1	-1.6	-1	-1	-14	0.3	-3	0.3	-0.4	4
CSc1nc(SCC(=O)NC(c2ccccc2)c2ccccc2)c2c3c(sc2n1)CN(C)CC3	-2.0	4	11	4	-1.3	5	3.6	x	-3
N#C/C(=C/c1ccco1)C(N)=S	-0.1	-6	8	2	0.1	-2	0.2	-0.4	-2
CC(=O)Nc1ccc(NC(=O)C(=O)c2cn(CC(=O)N3CCCCC3)c3ccccc23)cc1	-0.7	8	16	-6	0.7	0	3.2	1.7	-2
C=CCN1CC(c2nc3ccccc3n2Cc2ccccc2)CC1=O (stereo not given)	-2.1	-1	8	-4	-1.1	0	u	x	7
CC(C)(C)NC(=O)NC(=O)CN1CCN(S(=O)(=O)c2ccccc2)CC1	-0.7	-20	8	-2	-0.8	-10	-13	1.2	-1
Cc1cc(N2CCCC(C(=O)Nc3ccc4c(c3)CCC4)C2)n2ncnc2n1 (stereo not given)	-2.6	5	19	-2	2.2	-5	u	x	0
CN1CCN(/C=N/c2sc3c(c2C#N)CCCCC3)CC1	i	x	-2	1	0.0	-4	-0.3	x	-1
CCN(CC)CCNc1nc2c(c(=O)n(C)c(=O)n2C)n1C/C=C(/C)Cl	-7.7	-29	1	0	-2.2	-2	0.3	x	-6
Cn1c(-c2ccc(Cl)nc2)nc2ccccc21	-0.1	-9	-13	-6	-1.1	-6	0.0	2.1	-7
CCOc1ccc(Cl)cc1CNCCCSc1nc(C)cc(C)n1	i	-6	10	1	0.7	-4	-0.2	1.0	4
COc1ccccc1C1/C(=C(/O)c2ccc(C)cc2)C(=O)C(=O)N1Cc1ccco1 (stereo not given)	-0.2	x	-2	5	0.2	-1	-1.0	2.2	4
Cc1ccc(OCC(=O)NNC(=O)CCC(=O)NCc2ccccc2)cc1	-0.2	-20	-9	-2	-0.4	-1	0.9	-1.7	0
CC(=O)c1ccc2c(c1)C1C(Cl)C(Sc3ccccc3[N+](=O)[O-])CC1C(c1ccccc1)N2 (stereo not given)	-0.6	25	-4	2	1.2	-4	0.4	x	2
CN/C=C(/Cl)P(=O)(OC(C)C)OC(C)C	-0.5	-5	14	-2	-0.2	-4	0.2	-0.1	x
COc1ccc(CC(=O)n2c(CC#N)nc3ccccc32)cc1OC	i	-5	6	1	0.0	-6	-1.6	x	4

(more compounds)
Compound	BH1578 lux ind	PriA SSB inh	Y pestis TopoI	PrPC surface inh	PfHsp40 rescue	Anthrax LF prot	BoNT A protease	TcdB inh	SARS 3CLpro inh
CSc1ccccc1C(=O)N(C)Cc1ccccc1	-0.4	1	0	-3	16	1	-0.8	1.5	8
COc1ccc(NC(=S)Nc2cc(C)[nH]n2)cc1Cl	-0.2	-5	-15	-4	-0.5	2	-0.4	1.0	-2
CC(C)c1ccccc1NC(=O)COC(=O)Cc1cccc(C(F)(F)F)c1	-0.4	-23	2	-4	-0.1	0	0.5	0.8	0
CCOC(=O)C1=C(C)N=c2s/c(=C\c3ccc(O)c([N+](=O)[O-])c3)c(=O)n2C1c1ccccc1OC (stereo not given)	-0.6	x	-9	-9	-0.3	-5	1.0	0.0	5
CCOc1ccc(C(C)NC(=O)c2ccc3c(c2)NC(=O)C(C)S3)cc1OCC (stereo not given)	-1.9	-3	-4	-3	0.0	-4	-1.0	1.3	x
C=CCN1C(=O)C2(c3ccccc31)C1CCCC=C1C(C#N)=C(N)C2(C#N)C#N (stereo not given)	-0.4	8	-3	0	-1.0	0	0.0	x	1
CN1C(=O)c2ccccc2NC(=O)[C@]12O[C@@H]2c1cccc(O)c1	-0.6	-8	-1	-8	0.0	2	0.3	-0.7	x
CCCCN1C(N)=NC[C@@H]1CCCCN	0.1	-6	-9	-7	-1.4	-4	0.1	-0.2	x
COC(=O)[C@H](Cc1ccccc1)NC(=O)N1CC(C)OC(C)C1 (stereo not given in full)	1.0	2	-1	-2	-0.9	2	-0.5	x	0
Cc1ccnc(NS(=O)(=O)c2ccc(NC(=O)c3cc(=O)c4ccccc4o3)cc2)n1	2.7	-2&-1	-6	-13	2.0	1	0.6	-1.6	-3
CCc1cccc(NC(=S)N(CCN(C)C)C2CCN(C(C)C)CC2)c1	-0.6	6	4	4	-0.3	-7	-0.2	0.3	-2
Nc1nc(Nc2ccccc2)nc(NC2CCCCC2)c1[N+](=O)[O-]	-0.5	11	7	-3	0.0	4	6.2	-0.7	8
COC(=O)c1cc(NC(=O)CN(c2ccccc2OC)S(=O)(=O)c2ccccc2)ccc1Cl	x	11	25	3	4.2	3	-0.2	1.4	13*
CCCn1c(CN2CCN(C(=O)OCC)CC2)nc2cc(NC(C)=O)ccc21	i	-2	2	4	-0.1	0	0.6	-0.5	3
COc1ncnc2c1ncn2CCCNC1CCN(Cc2ccccc2)CC1	-0.4	x	-11	5	x	-2	-0.4	1.1	x
COC(=O)c1ccc(COc2ccccc2OC)o1	-0.6	1	4	-5	-0.1	6	-0.6	-0.1	-5
CCOc1ccccc1/C=N/OCC(=O)NCc1ccc(F)cc1	-0.1	x	13	8	0.5	5	0.1	2.2	2
CC(Oc1ccccc1)C(=O)Nc1cccc(-c2nc3ccccc3[nH]2)c1 (stereo not given)	-0.4	0	-12	18	0.2	0	-0.3	x	-4
COc1ccc2c(=O)cc(C(=O)O)oc2c1	0.1	-13	-2	4	x	2	-0.9	-0.3	1
CC1=CC(C)(C)NC(=S)N1c1ccc(C)cc1	-0.8	13	-2	1	-0.6	0	0.5	x	2

Other records follow.
Compound	BH1578 lux ind	PriA SSB inh	Y pestis TopoI	PrPC surface inh	PfHsp40 rescue	Anthrax LF prot	BoNT A protease	TcdB inh	SARS 3CLpro inh
CCOC(=O)c1nnn(-c2nonc2OC)c1-c1ccccc1	1.4	-9	0	0	-1.2	-3	u	x	-3
Cc1ccc(S(=O)(=O)N2C[C@@H]3CCCC[C@@H]3[C@@H](C)[C@H]2c2cn(Cc3ccccc3)c3ccc(F)cc23)cc1	-2.2	-20	2	4	-0.9	-4	-0.6	-0.1	x
O/N=C\c1cccn1-c1ccc(Br)cc1	4.2	x	-2	5	-0.3	-1	-0.3	x	-1
CCN(C(=O)c1cc2c(=O)n3ccccc3nc2n1CCCOC)C1CCCCC1	-0.2	-8	17	-7	-1.9	-2	1.9	0.9	2
O=C(NCc1ccco1)c1cc(S(=O)(=O)NC2CC2)ccc1Br	-8.4	-11	-1	8	0.5	-3	-0.2	0.4	x
NC(=O)c1ccsc1NC(=O)COC(=O)c1ccc([N+](=O)[O-])o1	1.3	-11	-5	-35	-0.8	-4	-0.6	1.1	x
O=C(Oc1ccc2c(c1)O/C(=C\c1ccncc1)C2=O)c1ccccc1	-0.3	-23	-6	-4	-0.8	-1	1.8	x	2
c1ccc(CCc2nn3c(-c4ccncc4)nnc3s2)cc1	i	7	10	-3	0.8	-1	0.7	x	4
CCN1CCN(Cc2ccc(NC(=O)c3cc(NC(=O)c4cncc(-c5cccs5)c4)cc(OC)c3)cc2C(F)(F)F)CC1	-0.4	42*	-29	-30	x	4	0.8	3.1	-13
Cc1ccccc1Nc1nc(N)c2ccccc2n1	-0.2	0	2	-1	-4.2	2	-1.2	1.3	2
O=C(O)CNC(=O)CCCn1nnc2ccccc2c1=O	i	-3	-3	3	-0.5	-5	0.0	0.9	1
CCCN(CCC)CCNC(=O)C1(O)c2ccccc2NC(=O)N1c1cccc(OC)c1 (stereo not given)	-1.4	-3	3	8	8.6	4	-1.3	0.6	-5
CCOc1ccc(NC(=O)CN(C)C(=O)c2ccccc2-n2cnnn2)cc1OCC	i	-5	6	0	-2.8	-6	-1.0	1.4	x
O=C(Nc1ccc2c(c1)C(=O)OC2)c1ccccc1Cl	-0.3	-7	6	-5	0.8	5	-3.0	1.3	-6
COc1ccc(N2CCN(C(=S)Nc3cccc(C)c3C)CC2)cc1	-0.5	-4	6	1	0.7	-2	-1.6	0.3	3
O=C(/C(=N/O)c1ccccc1)c1ccccc1	i	x	4	-3	4.5	0	-1.5	1.3	x
CC1CCCN(S(=O)(=O)c2ccc(Br)s2)C1 (stereo not given)	-1.4	-41	1	10	-1.6	-1	-0.1	-0.5	2
Cc1cc(C)n(-c2ncnc3sc(C)c(C)c23)n1	1.0	-14	6	2	-0.8	-2	-0.8	x	-3
CCOc1ccc(/C(O)=C2\C(=O)C(=O)N(CCOCCO)C2c2ccccc2OC)cc1 (stereo not given)	-1.7	x	6	-3	-0.9	-1	u	x	-1
COc1ccc(C(c2c(O)ccc3ccccc23)N2CCOCC2)c(OC)c1 (stereo not given)	x	8	1	61*	410*	2	-0.4	x	7

Next section:
Compound	BH1578 lux ind	PriA SSB inh	Y pestis TopoI	PrPC surface inh	PfHsp40 rescue	Anthrax LF prot	BoNT A protease	TcdB inh	SARS 3CLpro inh
COc1cccc(/C=C2/SC(=O)N(C)C2=O)c1OCc1ccc(C(=O)O)cc1	-1.0	-3	10	-32	-0.9	4	-0.4	1.6	6
Cn1c(Cc2ccccc2)nnc1SCC(=O)Nc1ccc2c(c1)OCO2	-0.4	-6	5	13	-0.1	3	1.3	x	4
Cn1cnnc1SCC(=O)Nc1ccc(Cl)cc1	-2.3	-12	3	1	-1.5	6	-0.7	0.7	-3
O=C(NCC1=C(c2ccc3ccccc3c2)C[C@@H]2CC[C@H]1N2Cc1ccco1)c1ccncc1	i	x	15	-10	x	-3	0.2	-0.5	x
Cc1ccc2c(=O)cc(C(=O)NCCc3ccc(S(N)(=O)=O)cc3)oc2c1	i	-9	-8	x	0.5	24	0.5	x	8
COc1cc(SC)ccc1C(=O)NC(C)C	0.7	6	-1	-1	1.9	-2	-0.1	0.0	-1
CC[C@H](C)[C@H](NC(=O)OCc1ccccc1)C(=O)Nc1ccc(NC(C)=O)cc1	-0.2	-10	-10	-5	x	0	-0.1	1.6	3
CC(C)(C)c1ccc(S(=O)(=O)N2CC(C(=O)O)Oc3ccc(Cl)cc32)cc1 (stereo not given)	1.1	-6	6	3	1.1	-5	0.2	-1.5	9
CCOC(=O)N1CCN(C(=O)CCn2c(=O)[nH]c3ccsc3c2=O)CC1	0.1	0	0	9	0.0	6	-1.9	1.5	-4
CC(C)CC1NC(=O)N(Cc2nc3ccccc3s2)C1=O (stereo not given)	-0.8	-20	-9	-3	-2.1	1	0.6	-2.9	-1
CN1C(=O)/C(=C/c2ccc(OCc3cccc(F)c3)cc2)NC1=S	-2.1	0	1	3	-0.9	1	-1.0	-0.2	4
O=C(NCc1cccnc1)c1[nH]c(C(F)(F)F)nc1-c1ccccc1	x	x	x	7	x	4	-0.5	1.0	x
CCCOc1ccc(-c2nc(C#N)c(N3CCN(C)CC3)o2)cc1	i	21	13	5	-1.7	-9	-0.4	x	-3
COc1ccc(NC(=O)CSc2nnc(-c3ccco3)n2N)cc1Cl	-3.4	-9	5	2	5.4	-3	-2.0	0.9	4
O=C(CN1C(=O)c2ccccc2C1=O)c1ccccc1	i	-4	-1	-10	-1.0	-2	-0.8	x	-1

An excerpt; the hit share may differ from the screen's.
